# High-throughput results: PubChem BioAssay, several laboratories
# bCat KO growth – beta-catenin-lacking colon tumor cell growth suppression; viability, % at 10 µM; AID 818; HCT116 beta-catenin knockout viability, CellTiter-Glo, 60 h; hits give low values; 140,000 tested, 1.5% active;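 active = viability at or under a set limit, the compound median less 4 SD, cut at about 6% in these data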;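 note: 0% = Hyamine 1622 control at 20 µM and 100% = untreated cell control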
# BB579 growth dn – chemicals that inhibit yeast BB579 growth in restrictive medium (lifespan-shortening candidates); S. cerevisiae BB579 growth, OD615, 48 h; inhibition, % at 10 µM; 140,000 tested, 0.51% active; AID 804;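 active = inhibition above a set limit, 3 SD over the mean compound inhibition, cut at about 44% in these data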; note: inactives centre near -24
#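 System: Saccharomyces cerevisiae DeaD strain BB579, replicative lifespan model yeast | Buffer or medium: Restrictive glucose-based CSMM-D medium | Times: 4 h preincubation and 48 h exposure at 30 °C | Detection: OD615 turbidity measurement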
# NPY Y2 blocker – blocks the human neuropeptide Y Y2 receptor; 140,000 tested, 0.99% active; NPY-Y2 expressing cells, antagonist mode; P49146; inhibition, % at 2.7 µM; AID 793; in the data active = inhibition above about 17%;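 note: 0% = vehicle with agonist challenge and 100% = reference antagonist with challenge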
# Target sequence (P49146 whole entry, looked up): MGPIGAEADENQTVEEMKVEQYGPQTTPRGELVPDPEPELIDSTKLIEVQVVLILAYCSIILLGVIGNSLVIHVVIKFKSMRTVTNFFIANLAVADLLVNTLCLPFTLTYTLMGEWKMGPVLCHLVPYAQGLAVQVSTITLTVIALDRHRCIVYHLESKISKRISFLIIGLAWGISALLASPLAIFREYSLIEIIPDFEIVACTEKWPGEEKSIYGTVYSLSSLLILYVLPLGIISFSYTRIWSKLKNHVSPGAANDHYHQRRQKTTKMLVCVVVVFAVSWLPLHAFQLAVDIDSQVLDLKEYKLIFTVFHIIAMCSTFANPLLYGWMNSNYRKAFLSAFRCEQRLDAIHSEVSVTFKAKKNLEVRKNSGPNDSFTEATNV
# Yeast lifespan up – yeast lifespan extension | inhibition of the nicotinamide effect, % at 10 µM | AID 775 | S. cerevisiae growth with nicotinamide, OD615; deaD strain in restrictive glucose medium | 130,000 tested, 0.68% active;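 active = inhibition above a set limit, placed 3 SD over the median of all compounds, cut at about 26% in these data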;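 note: 0% = nicotinamide-treated wells and 100% = cells grown without nicotinamide; some compounds called inactive have numbers as strong as hits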
#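 assay system = DeaD-strain S. cerevisiae | measured by = absorbance at 615 nm | probe or stimulus = nicotinamide 1.5 mM | buffer or medium = CSMM-D glucose medium, restrictive | times = 48 h at 30 °C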
# E-sel TNF inh – TNF alpha driven E-selectin expression inhibition. HUVEC TNFa-induced E-selectin immunofluorescence, high content. inhibition, % at 2 µM. 120,000 tested, 0.71% active;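 active = inhibition above the batch mean plus 3 SD, and confirmed as a hit on visual image review, cut at about 43% in these data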;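 note: 0% = TNF-stimulated DMSO wells and 100% = unstimulated control wells; not every result past the cut was called active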
# Phagocytosis inh – macrophage phagocytosis inhibition. J774A.1 macrophage IgG-bead phagocytosis, imaging. inhibition, % at 5 µM. 110,000 tested, 0.07% active;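 active = inhibition above the mean of the plate negative controls plus 5 SD, cut at about 13% in these data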;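 note: phagocytic index as fraction of beads internalized from green versus red external bead signal; plate controls were DMSO negative control for no effect and cytochalasin-D positive control for full effect; some results beyond the cut were filed as inactive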
# MRP1 act – activators of MRP-1 | viability increase, % at 10 µM | 140,000 tested, 0.61% active | H69AR cells + doxorubicin, viability rescue, CellTiter-Glo;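 active = viability gain under doxorubicin at or above a set limit, the compound median plus 3 SD, cut at about 4.7% in these data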;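 note: MRP-1 overexpressing cells given doxorubicin 25 µM after compound pretreatment; 18-22 h compound pretreatment then 72 h with doxorubicin before readout; 0% = doxorubicin-only wells and 100% = vehicle-treated cells without doxorubicin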
# Measles CPE – protection of cells from measles virus | Measles virus-infected cells, CPE protection, absorbance | protection (pct of control), % at 4 µM | 140,000 tested, 1.5% active | AID 841; in the data active = protection mostly above about 24%, no sharp cut-off; inactive = mostly below about 26%; note: some compounds called inactive have numbers as strong as hits
# HCT116 PTEN-null – growth suppressors of cells with PTEN tumor suppressor deletion; HCT116 PTEN-null viability, CellTiter-Glo, 60 h; hits give low values; viability, % at 10 µM; 140,000 tested, 1.2% active; AID 827;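 active = viability at or below a set limit, 4 SD under the median of all tested compounds, cut at about 3.7% in these data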;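 note: PTEN knockout HCT116 line with beta catenin targeted HCT116 as companion control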
# GALR2 antag – antagonists of human galanin receptor 2 (GALR2); 140,000 tested, 0.39% active; GALR2-expressing cells, antagonist mode; inhibition, % at 4 µM; AID 828; in the data active = inhibition above about 27%;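 note: cells stimulated with galanin 1-16 at roughly its EC80; 0% = agonist challenge control and 100% = basal control without agonist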
# Target sequence (O43603 whole entry, looked up): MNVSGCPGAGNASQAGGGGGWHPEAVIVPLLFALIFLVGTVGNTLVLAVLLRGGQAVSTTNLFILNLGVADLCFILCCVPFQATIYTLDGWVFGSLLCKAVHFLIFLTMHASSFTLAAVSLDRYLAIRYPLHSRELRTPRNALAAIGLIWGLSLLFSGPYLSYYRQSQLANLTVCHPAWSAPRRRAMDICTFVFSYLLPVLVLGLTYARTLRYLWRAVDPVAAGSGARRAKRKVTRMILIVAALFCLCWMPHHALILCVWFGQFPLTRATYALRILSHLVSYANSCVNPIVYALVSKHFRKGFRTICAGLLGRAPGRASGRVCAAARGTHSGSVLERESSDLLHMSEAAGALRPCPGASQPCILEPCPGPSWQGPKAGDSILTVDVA
# * marks the source's active call; other numbers are inactive results; . = no result given.
SMILES,bCat KO growth,BB579 growth dn,NPY Y2 blocker,Yeast lifespan up,E-sel TNF inh,Phagocytosis inh,MRP1 act,Measles CPE,HCT116 PTEN-null,GALR2 antag
CCOc1ccccc1-c1nc(-c2ccc(NC(=O)Cc3ccccc3OC)cc2)no1,88,-11,1,-15,-5,0,0.9,7,76,2
CCN(c1ccc(NC(=O)COC(=O)c2cccs2)cc1)C(C)C,94,-34,0,-6,-1,0,-0.2,4,95,-13
COc1ccc(C(=O)Nc2ccc(Cl)cc2C(=O)N2CCCC(C)C2)cc1 (stereo not given),80,-26,0,-9,-25,-1,-3.4,6,80,3
CC(=O)Nc1ccccc1/C=C/c1ccc2c(C)cc(C)c(O)c2n1,12,-19,6,-1,.,-1,-0.1,3,3.3*,11
Cc1cccc(NCN2C(=O)C3C4C=CC(C4)C3C2=O)c1 (stereo not given),98,-71,2,1,-11,-1,-0.4,20,108,-4
COc1cccc(/C=N/NC(=O)C(=O)NCc2ccco2)c1OC,98,-14,2,-1,.,4,-2.4,5,94,-8
CCOC(=O)c1ccc(NS(=O)(=O)c2cc(-c3nnnn3CC)ccc2OC)cc1,82,3,0,.,21,.,-3.2,9,93,-3
COc1ccc(C2C(C(=O)NCc3ccco3)CCC(=O)N2c2ccc(OC)cc2)cc1 (stereo not given),90,-6,0,-4,.,-2,-2.5,6,103,-11
COc1ccc(O)c(C=Nc2cc(C)on2)c1,102,-58,2,14,-33,0,-1.9,20,112,10
Cc1nc(C)c(-c2csc(NCc3ccccc3)n2)s1,86,-11,-1,-10,.,0,-1.6,23,85,7
C=CCn1c(SCC(=O)Nc2cc(C)ccc2C)nnc1-c1cnccn1,100,-38,0,-10,37,-1,-2.9,9,90,4
COc1ccc(C(=O)NCCn2ccc3ccccc32)c(OC)c1,84,-40,3,.,-24,0,-2.6,2,104,-8
CCCC1Cc2c(sc3ncnc(N)c23)CO1 (stereo not given),103,-15,-1,-24,1,-1,-1.8,5,105,-10
COc1ccc(/C=N/NC(=O)/C(=C/c2ccccc2)CCO)cc1,101,-39,1,10,-21,5,1.7,3,95,11
Cc1cc(OCC(=O)N2CCOCC2)ccc1NC(=O)C1CCCCC1,97,-51,1,-1,-11,-1,-1.0,2,99,-1

# Brought forward from above: 2 entries, followed by the next part.
SMILES,bCat KO growth,BB579 growth dn,NPY Y2 blocker,Yeast lifespan up,E-sel TNF inh,Phagocytosis inh,MRP1 act,Measles CPE,HCT116 PTEN-null,GALR2 antag
COc1ccc(/C=N/NC(=O)/C(=C/c2ccccc2)CCO)cc1,101,-39,1,10,-21,5,1.7,3,95,11
Cc1cc(OCC(=O)N2CCOCC2)ccc1NC(=O)C1CCCCC1,97,-51,1,-1,-11,-1,-1.0,2,99,-1
CCc1c(C)nc2cc(-c3ccc(OC)cc3)[nH]n2c1=O,81,-55,-5,-21,8,-1,-2.5,2,89,23
O=C(Nc1nnc(CCc2ccccc2)s1)c1ccco1,97,-59,2,-17,-17,1,-1.4,5,90,-10
CN1CCN(CCCCC(=O)c2ccccc2)CC1,105,-31,2,-15,-34,.,-1.8,3,94,-1
COC(=O)c1c(-c2cccs2)csc1NC(=O)CN1CCOCC1,90,-42,1,-17,-27,-1,-0.4,15,87,-27
Cc1ccc(N2C(N)=C(C#N)C(c3ccsc3)C3=C2CC(C)(C)CC3=O)cc1 (stereo not given),75,-49,2,-23,21,.,-5.4,3,76,1
Cc1cc(Nc2ccccc2)nc(NCc2ccccc2)n1,7,-33,17,-2,.,-4,-5.6,2,5,42*
CCOC(=O)c1cnn(-c2nc(OCC)cc(OCC)n2)c1C,87,2,0,-6,.,-6,1.6,18,92,-3
O=S(=O)(NCc1cn2ccccc2n1)c1cc(F)ccc1F,88,-30,0,3,-6,.,-1.1,13,97,-4
Cc1ccc(OC(=O)c2ccc3snnc3c2)cc1,93,-20,0,-15,32,4,1.1,12,94,4
CC1Cc2ccccc2N1C(=O)CSc1nnc(-c2ccc(S(=O)(=O)N3CCCC3)cc2)o1 (stereo not given),76,-33,-2,-2,-10,0,-0.9,7,78,-6
Cc1ccc(C(=O)O)cc1NC(=S)NC(=O)Cc1ccccc1,102,-56,2,-3,-23,-2,-1.9,4,106,-16
c1ccc(-n2cnnc2SCc2cn3ccsc3n2)cc1,103,-32,3,-12,10,-1,-0.9,23,99,4
Cc1cc(C(=O)N/N=C/c2cn[nH]c2-c2ccccc2)cs1,102,-28,2,0,-5,-3,-2.0,12,103,12
CCCn1c(=O)c2ccccc2n2c(SCC(=O)N3CCc4ccccc4C3)nnc12,98,-15,0,-4,.,-16,-3.1,26,99,3
O=C(CCN1C(=O)c2ccccc2C1=O)NNC(=O)c1ccc(Cl)cc1Cl,99,0,1,-3,.,-3,-1.4,9,99,4
COc1ccccc1S(=O)(=O)Cc1ccc(C(=O)NCCN2CCCCCC2)o1,78,-23,0,-4,-14,0,-3.6,3,86,-3
COc1ccc2c(c1)CCCN2C(N)=O,96,-11,1,-2,-1,6,-1.5,18,94,0
COc1ccc(CCC(=O)NC2=NCCS2)cc1OC,91,-33,0,.,4,0,1.2,7,102,9
CC(=O)C1=C(C)Nc2ncnn2C1c1ccccc1OCc1ccccc1 (stereo not given),94,10,4,-3,-23,-2,-2.9,23,100,1
COc1ccc(C)cc1NC(=O)CCCN1C(=O)CCC1=O,97,-43,2,-7,19,0,-0.7,9,113,3
Cc1ccc(S(=O)(=O)NC(C)(C)CSc2ccccn2)cc1,88,-32,3,11,.,-12,-0.5,9,85,-2
O=S(=O)(c1cccc(-c2cn3cc(Cl)ccc3n2)c1)N1CCOCC1,102,-11,5,-15,-19,0,-2.5,4,88,3
CCN(CC)C(=O)Cn1c(=O)n(-c2ccccc2)c(=O)n1CC(=O)N(CC)CC,108,-13,4,-4,.,3,-0.5,5,101,3
O=C(NC1=NCCS1)c1nc(-c2ccccc2)n(-c2ccccc2)n1,94,-27,3,-5,0,-1,-1.3,10,98,-4
O=C(NC1CCCCC1)c1ccc(COCC(F)(F)F)o1,100,-66,0,-2,-1,-2,0.6,21,117,3
Cc1cc(-c2n[nH]c(=S)n2/N=C/C(Br)=C/c2ccccc2)n[nH]1,3.0*,-32,2,10,.,0,-4.6,3,1.4*,35*
O=C(CN(C1CCCCC1)S(=O)(=O)c1ccccc1)NCc1ccco1,96,-8,-2,.,-23,.,-4.1,6,87,0
C/C(CC(=O)Nc1ccc(Cl)c(C(F)(F)F)c1)=N\NC(=O)c1cc2ccccc2cc1O,62,-22,4,-6,.,-9,-1.1,32,48,-7
CCN1CCN(Cc2ccc(NC(=O)Nc3ccccc3OC)cc2)CC1,84,-44,2,-3,-20,0,-0.9,4,97,10
O=C(CNc1ccc2ccccc2c1)N/N=C/c1cc2ccccc2nc1Cl,66,-13,3,-3,-2,.,-2.9,17,70,13
Cc1ccccc1NC(=S)N1CCCC1,86,-34,2,1,.,-7,-2.0,13,90,-12
Cc1c(N=C2Nc3cccc4cccc2c34)c(=O)n(-c2ccccc2)n1C,99,-35,1,-6,16,2,-2.6,11,94,5
Cc1cccc(OCCn2c(-c3ccco3)nc3ccccc32)c1,53,-13,20*,-10,-1,2,-1.8,4,51,0
O/N=C/CCn1c(=S)sc2ccccc21,94,-39,3,-5,.,0,-2.3,26,97,-10
C=C(C)CSc1ncc(-c2cccc(C(F)(F)F)c2)cn1,83,-6,7,-9,-2,-1,-0.6,39,90,-7
CCOc1cc(C(C#N)N2CCOCC2)ccc1OC (stereo not given),97,-2,1,-4,-3,0,-1.7,4,96,0
O=C(CSc1nnc(-c2ccco2)n1CC1CCCO1)NC1CCCC1 (stereo not given),92,-11,5,-2,-5,0,0.1,10,95,0
COc1ccc(CN2CCCCC2C)cc1OC (stereo not given),99,-48,1,-2,1,-1,0.5,6,104,12
Cc1c(C=O)c2ccccn2c1C(=O)c1ccncc1,96,44*,-2,-9,-19,.,-0.1,9,96,-12
CC(C)(C)CC(=O)NC(=S)NCCc1ccccc1,93,-28,5,-20,-8,3,-5.3,9,90,5
CCOc1ccc(NC(=O)CSc2nnc(CCNC(=O)c3ccc(OC)cc3)n2C)cc1,95,-48,1,-10,5,-1,-0.7,5,96,-18
CN(C)c1ccc(/C=c2\sc3n(c2=O)CCCN=3)cc1,91,-7,3,-12,11,0,-0.9,6,103,4
COc1ccc(OCC(=O)N2c3ccccc3CCc3ccccc32)cc1,94,-3,0,9,.,-3,-2.3,18,72,-4
O=C(NCc1ccco1)c1ccccc1Nc1ccc(F)cc1,85,-90,1,-16,-9,-2,-1.2,4,78,13
CC(=O)Nc1c(OC(C)=O)ccc2c(C)cc(=O)oc12,94,-41,4,-23,.,-3,-0.7,2,95,4
Cc1nc2scc(-c3cccs3)c2c(=O)n1CC(=O)O,90,-28,1,-23,.,2,-2.8,10,87,17
COc1ccc(Cl)cc1NC(=S)NCc1ccco1,86,-25,0,-13,100*,.,-3.1,4,83,6
CS(=O)(=O)N1CCC(C(=O)NCCC2=CCCCC2)CC1,89,-10,2,-2,-8,-5,0.3,8,100,-3
Cc1ccc2[nH]c(=O)c(CN(CCN3CCOCC3)C(=O)Nc3ccccc3F)cc2c1,90,-55,-1,-1,-12,.,-4.8,3,98,4
Cn1c(=O)c2c(nc(CN3CCN(C(=O)c4ccco4)CC3)n2Cc2cccc(Cl)c2)n(C)c1=O,91,-11,1,11,.,0,-1.8,2,75,-3
CC(C)(C)NC(=O)CN(Cc1cccs1)C(=O)C1COc2ccccc2O1 (stereo not given),98,1,2,-1,.,.,-2.1,13,108,4
CN(C)Cc1c(C#N)c2ccccc2n1C,98,-64,0,1,19,2,-0.5,8,102,6
CCCc1cc(-c2n[nH]c(C)c2-c2ccc(C(=O)OCC)o2)c(O)cc1O,55,-23,-1,-7,-8,0,-3.5,2,48,-4
COc1cc(C(=O)Nc2nnc(C(C)(C)C)s2)c([N+](=O)[O-])cc1OC,80,-18,0,-1,-1,-3,-1.8,5,90,0
O=C(Nc1ccc(S(=O)(=O)N2CCCC2)cc1)c1ccc2c(=O)n3c(nc2c1)CCCCC3,67,-47,1,1,.,-4,0.1,10,57,-7
CCOc1ccccc1-c1nc(-c2ccc(NC(=O)Cc3ccc(OC)cc3)cc2)no1,105,-69,-2,-9,1,.,2.6,3,102,-7
O=C(Nc1cccn2ncnc12)C(Cl)Cl,86,11,0,-7,35,-1,-3.8,4,92,12
O=C(NCc1ccc(F)cc1)c1cc(S(=O)(=O)N2CCOCC2)ccc1F,92,-14,0,-8,12,-2,0.2,30,97,13
Cc1cc(NC(NC(=O)c2ccco2)(C(F)(F)F)C(F)(F)F)no1,107,-21,1,-3,18,0,-0.7,6,110,4
Cc1nc(C)n(CC(O)COc2ccc3c(c2)CCC3)n1 (stereo not given),95,-19,3,-10,-1,0,1.9,7,94,0
COc1cc(-c2nnc(SCc3ccccc3Cl)o2)cc(OC)c1OC,92,-81,4,-8,.,-5,-0.5,17,94,-12
